Screening results (PubChem BioAssay)
SENP1 FRET inh = human SENP1 catalytic domain inhibitors, primary screen, biochemical, FRET, uHTS; Sentrin-specific protease 1 (Homo sapiens), Q9P0U3; 0.21% of 360,000 active; inhibition, % at 10 µM; recombinant SENP1 catalytic domain, CyPet-SUMO1-YPet FRET cleavage; AID 624204, 2012;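 active = inhibition at least 30% at 10 µM, raw YFP signal under a set limit, fluorescence ratio 0.5 to 1.5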;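 note: 0% = enzyme with DMSO and 100% = no enzyme wells; some results filed as inactive read as strong as hits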
Target sequence (Q9P0U3 419-644 limits assumed): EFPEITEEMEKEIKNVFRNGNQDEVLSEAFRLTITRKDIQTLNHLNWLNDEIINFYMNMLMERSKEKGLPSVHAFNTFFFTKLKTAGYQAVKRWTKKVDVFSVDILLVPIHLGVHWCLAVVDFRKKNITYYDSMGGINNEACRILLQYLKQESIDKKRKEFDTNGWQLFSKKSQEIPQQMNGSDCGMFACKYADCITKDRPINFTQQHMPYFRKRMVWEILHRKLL
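Compound: 10 µM single point, 0.5% DMSO; Test system: hSENP1 catalytic domain, recombinant; Timing: 50 min reaction at room temperature; Technique: FRET, CFP and YFP emission; Control set: no-enzyme wells low, DMSO-plus-enzyme wells high control.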
An asterisk follows results filed as active.

canonical_smiles | SENP1 FRET inh
COc1ccc(NC(=O)c2ccc(NC(=O)CN3CCN(c4ccccc4O)CC3)cc2)cc1 | 2.2
CCC(=C(c1ccccc1)c1ccc(OCCN(C)C)cc1)c1ccccc1 | -1.4
CCCCNC(=O)C1(C)CCN1C(=O)c1ccc(OC)c(C(F)(F)F)c1 (stereo not given) | -1.3
CC1(C(=O)NS(=O)(=O)c2ccccc2Cl)CCN1C(=O)CCc1ccc(Cl)cc1Cl (stereo not given) | 1.0
COc1ccc(-c2ccc3c(c2)C2CC3CCN2S(=O)(=O)c2ccccc2C)cc1 (stereo not given) | 0.7
CCOC(=O)N1CCN(C(=O)C[C@@H]2C[C@@]3(C(=O)OC)CCCCC=C3N(Cc3ccco3)C2=O)CC1 | 2.6
Cc1nn(-c2ccncc2)c2c1C(=O)CC(C)(C)C2Br (stereo not given) | 1.4
O=C(NCc1cccnc1)c1cc(C2CCCCN2C(=O)c2cccs2)on1 (stereo not given) | 0.9
CCNC(=O)C1CCCN(C(=O)c2cc(C)oc2C)CC1 (stereo not given) | 3.2
N=C1SCC(=O)N1c1ncc(Cc2cccc(Cl)c2)s1 | -5.5
CN(CC(=O)NCC(=O)Nc1ccc(F)cc1)CC(=O)Nc1ccc(Cl)c(C(F)(F)F)c1 | 2.1
O=C(NCc1ccccc1)C(c1cccc2ccccc12)n1c(=O)c(-c2cc3ccccc3[nH]2)nc2ccccc21 (stereo not given) | -17.1
O=[N+]([O-])c1cccc(COc2ccccc2CN2CCOCC2)c1 | 1.2
NS(=O)(=O)c1ccc(CCNc2ccn3nc(-c4ccccc4)cc3n2)cc1 | -8.2
Cc1nc(N)sc1-c1csc(Nc2ncccn2)n1 | -17.6
CC1(Cc2c(Cl)cccc2Cl)C(=O)Nc2cc(-c3ccccc3Cl)ccc21 (stereo not given) | -2.3
COc1ccc(CN(C)C(=O)CNC(=O)c2sc3ccccc3c2Cl)c(OC)c1OC | 1.3
CCN(CC)CCN1C(=O)C(=O)/C(=C(/O)c2ccc(Cl)cc2)C1c1ccncc1 (stereo not given) | 0.4
Cc1cc(Nc2ncc(Cl)cc2Cl)n(-c2ccccn2)n1 | 0.6
CCn1nnnc1-c1ccc(OC)c(S(=O)(=O)Nc2ccccc2OC)c1 | 3.1
O=c1ccc2ccc(O)cc2o1 | -56.6
CN(C)Cc1cc(OCc2ccccc2)cc(CN(C)C)c1O | 1.5
O=C(Nc1ccc(F)c(Cl)c1)c1csc([C@@H]2C[C@H](O)[C@@H](CO)O2)n1 | 1.3
CCOC(=O)c1ccc(S(=O)(=O)N2CCN(C(=O)c3cccc(S(=O)(=O)N4CC(C)OC(C)C4)c3)CC2)cc1 (stereo not given) | -1.1
COc1ccc(C(=O)N/C(=C/c2cccs2)C(=O)N2CCN(C)CC2)cc1 | -1.0
COCc1c(C(=O)OCC(=O)N2c3ccccc3NC(=O)C2(C)C)oc2ccccc12 | 2.3
CC1(C(=O)NS(=O)(=O)C2CC2)CCCN(C(=O)c2cccc(Cl)c2)C1 (stereo not given) | 3.0
CC1(C(=O)NCCC(F)(F)F)Cc2c(-c3cccc(C(F)(F)F)c3)ccnc2O1 (stereo not given) | 0.5
Cc1ccc(NC(=O)c2csc(-c3ccccc3)c2C)cc1 | 3.4
CC(C)(C)NC(=O)C(c1ccccc1F)n1c(=O)c(-c2cc3ccccc3[nH]2)nc2ccccc21 (stereo not given) | -18.4

Laid out differently: results already given
Cc1nc(N)sc1-c1csc(Nc2ncccn2)n1
  SENP1 FRET inh: -17.6

O=C(Nc1ccc(F)c(Cl)c1)c1csc([C@@H]2C[C@H](O)[C@@H](CO)O2)n1
  SENP1 FRET inh: 1.3

CCn1nnnc1-c1ccc(OC)c(S(=O)(=O)Nc2ccccc2OC)c1
  SENP1 FRET inh: 3.1

Cc1ccc(NC(=O)c2csc(-c3ccccc3)c2C)cc1
  SENP1 FRET inh: 3.4

Next part
canonical_smiles | SENP1 FRET inh
COc1ccc(C(=S)N2CCN(c3ccccc3C)CC2)cc1OC | 1.1
CC(CC(=O)Nc1ccc2c(c1)c(=O)n(C)n2Cc1ccc(F)cc1)c1ccccc1 (stereo not given) | -0.9
COc1cc2c(cc1OC)CN(C(=O)c1cc(COc3ccccc3SC)on1)CC2 | -4.9
CCOC(=O)C1C(=O)CC(C)(O)C(C(=O)OCC)C1/C=C/c1ccccc1 (stereo not given) | 0.4
CSc1nnc(N2C(=O)C(O)=C(C(=O)c3ccco3)C2c2cccc(Cl)c2)s1 (stereo not given) | 39.0
O=C(NC1CC1)c1ccc(-c2ccc3nccn3c2)cc1 | -46.7
Cc1ccc(S(=O)(=O)Nc2cncnc2NS(=O)(=O)c2ccc(C)cc2)cc1 | -0.4
COc1ccc(-c2nc3c4ccccc4ccn3c2Cc2ccccc2)cc1OC | -25.3
NC(Cc1ccc(Cl)cc1)c1csc(Nc2ccc(C(=O)NCCCO)cn2)n1 (stereo not given) | -5.2
CCN(CC(=O)Nc1ccc(NC(C)=O)cc1)C(=O)c1ccc(N(C)S(=O)(=O)c2ccc(C)cc2)cc1 | 2.8
COc1ccc(CN2C(=O)C(CC(=O)NC3CCCCC3)CC(C(=O)N(C(C)C)C(C)C)=C2C)cc1 (stereo not given) | 0.9
COc1cc(C(=O)C(O)c2ccc(O)c(OC)c2)ccc1O (stereo not given) | 1.0
COc1ccc(NC(=O)C2Cc3c(-c4ccc5c(c4)OCO5)ccnc3O2)cn1 (stereo not given) | -1.1
COc1ccc([C@H]2C[C@H](n3cc(-c4ccc(F)cc4)nn3)[C@@H](O)CN2CC2CCCCC2)cc1 | -6.1
N#Cc1ccc(NN=Nc2ccccc2C#N)cc1 | -0.4
Cc1ccc(CN2CC(N3CC=CC3)CS2(=O)=O)cc1 (stereo not given) | 2.7
C[C@@H]1CCCCO[C@@H](CN(C)Cc2ccc3c(c2)OCO3)[C@@H](C)CN([C@H](C)CO)C(=O)c2cc(NS(=O)(=O)c3ccccc3)ccc2O1 | 2.6
Cc1c(NC(=O)COC(=O)c2ccccc2O)c(=O)n(-c2ccccc2)n1C | -0.5
O=C(/C=C/Nc1ccc(Nc2ccccc2)cc1)c1cccs1 | 57.9
O=C1NC[C@@H](CCCCN2C[C@H](Cc3ccccc3)N(CCC3CCCCC3)C(=O)C2=O)N(CCc2ccc(O)cc2)C1=O | 3.6
COc1cc2c3c(c1OC)-c1cc4c(cc1CC3(C#N)N(C(=O)c1ccccc1)CC2)OCO4 (stereo not given) | 2.4
Cc1ccc2nc(-c3ccccc3)nn2c1 | 2.4
CCOC(=O)c1ccc(-c2ccc3ncnc(N(C)Cc4sccc4C)c3c2)o1 | -40.1
C=Cn1cc(CNC[C@H]2O[C@@H](n3ccc(N)nc3=O)[C@H](O)[C@@H]2O)c(C)n1 | 2.6
CCOC1=C2[C@H](c3ccccc3)N(S(=O)(=O)c3ccc(C)cc3)C(C(C)(C)C)[C@H]2C(C#N)(C#N)C(C#N)(C#N)C1 (stereo not given in full) | 1.1
OC[C@@H]1CN(Cc2ccccc2)C[C@H](n2cnc3c(NCc4ccncc4)ncnc32)O1 | -0.3
CCc1nc2ccc(C(=O)Nc3cccc(NS(C)(=O)=O)c3)cn2c1N(C)C(=O)c1cccc(OC)c1 | -0.9
Cc1cccc(N(CC(=O)NCc2ccc3c(c2)OCO3)C(=O)CCC(=O)Nc2ccccn2)c1C | 0.3
CC(Sc1ccc(S(=O)(=O)N2CCN(C)CC2)cn1)C(=O)Nc1cccc(Cl)c1Cl (stereo not given) | -2.5
CCN(C)C1CN(Cc2cn(Cc3ccc(OC)cc3)nn2)S(=O)(=O)C1 (stereo not given) | 0.0
C#CCOC(=O)CCCN1C(=O)c2cccc3cccc(c23)C1=O | 3.4
Cc1ccc([C@H]2C[C@@H](n3cc(C4CC4)nn3)[C@H](O)CN2Cc2cccs2)cc1 | 0.7
Nc1nc(=O)n(C2CCC(CO)O2)cc1F (stereo not given) | 0.8
CCOCc1cnc(C)nc1NCC(=O)c1c(C)n(C)c2ccc(OC)cc12 | 4.1
Cc1ccc[n+](C(C(=S)NCc2ccco2)=C([O-])c2ccccc2Cl)c1 | 2.2
C[C@@H]1CN([C@H](C)CO)C(=O)CCCn2nncc2CO[C@H]1CN(C)Cc1ccncc1 | -0.1
COc1ccccc1N1CCN(Cc2cc(=O)oc3ccccc23)CC1 | 1.6
CSc1ncc(CN2CCN(C3CCN(C(C)C)CC3)C(CCO)C2)cn1 (stereo not given) | -1.9
CC1(C(=O)NCc2ccccc2)CSCC(=O)N1Cc1cccc(C(F)(F)F)c1 (stereo not given) | 1.6
Cc1ccc2nc(SC(C)C(=O)NC3CCCc4ccccc43)[nH]c2c1 (stereo not given) | 3.5
C[C@H]1COC2=C1C(=O)C(=O)c1c2ccc2c1CCCC2(C)C | 3.0
CCN1C[C@@H]2[C@@H]3C(=O)N(C)C(=O)[C@@H]3[C@](Cc3ccccc3)(C1=O)N2C(=O)c1ccc(Cl)c(Cl)c1 | 6.5
CC(C)Oc1ccc(S(=O)(=O)N2CCOCC2)cc1NC(=O)CSC(=S)N1CCCC1 | -0.2
COC(=O)C1(C(=O)OC)c2ccccc2N(S(=O)(=O)c2ccc(C)cc2)C1CC(=O)c1ccccc1 (stereo not given) | 2.9
CCN(CC)c1ccc(C=NNc2ccc([N+](=O)[O-])cn2)cc1 | 57.7
C[C@@H]1CCCN1[C@H]1CS(=O)(=O)N[C@@H]1COCc1ccccc1 | -16.0
Cc1cnc(N)nc1-c1ccccc1 | 4.1
CSc1ccc(C2=C/C(=C3/SC(=S)NC3=O)c3ccccc3O2)cc1 | 16.9
COCc1cccc(-c2csc(C(NC(C)=O)c3cccc(OC)c3)n2)c1 (stereo not given) | 0.6
Cc1ccc(S(=O)(=O)Nc2ccc(Nc3nccn4c(-c5ccccc5Oc5ccccc5)cnc34)cc2)cc1 | -28.9
CC1=CC(=NOS(=O)(=O)c2ccc(C)cc2)CC(C)(C)C1 | 0.4
CCCc1c(-c2ccc(Cl)cc2)ncn1Cc1cccc(-c2ccccc2)c1 | 0.0
COCCN1C(=O)c2ccccc2C1c1nc2ccccc2[nH]1 (stereo not given) | -0.4
CC(C)(C)C(c1nc2ccccc2[nH]1)n1c(-c2ccco2)nc2ccccc21 (stereo not given) | -1.7
COc1ccc(C(=O)NCC(c2ccco2)N2CCc3ccccc3C2)c(OC)c1 (stereo not given) | -1.2
N#Cc1cnn2c(=O)[nH]cnc12 | -0.3
CN(C)CCNC(=O)c1ccc2nc([C@@H]3O[C@H](CO)[C@H](O)[C@H](O)[C@H]3O)[nH]c2c1 | -0.2
Oc1[nH]c2ccccc2c1N=Nc1ccccn1 | 8.5
OCC[C@@H]1NCc2cc(CO)cc(-c3ccccc3)c21 | -1.7
CCC(=O)Oc1ccc(NC(=O)c2ccc(S(=O)(=O)N3CCCC3)cc2)cc1 | 2.9

Remaining list, next part:
canonical_smiles | SENP1 FRET inh
CCN(C(=S)Nc1cccc2ccccc12)c1ccccc1 | -2.0
CC(C)(C)S(=O)N1Cc2cn(Cc3ccccc3)c(=O)cc2[C@H]1CCO (stereo not given in full) | -0.4
COc1ccc(OC)c(NC(=O)Nc2nnc(COCCO)s2)c1 | 2.3
O=C1OCC/C1=C1/NCCNC1=O | -0.6
COC(=O)[C@]12CCCCC=C1N(Cc1cccc3ccccc13)C(=O)[C@H](CC(=O)N1CCCC1)C2 | 4.4
C[C@@H]1CCCCO[C@@H](CN(C)S(=O)(=O)c2ccccc2)[C@@H](C)CN([C@H](C)CO)C(=O)c2cc(N(C)C)ccc2O1 | -1.0
O=C(c1ccc(CSc2ccc(Cl)cc2)o1)N1CCOCC1 | 3.6
CN(C)Cc1c[nH]c2nccnc12 | 1.8
C=CCc1cc(CN2CC(C)OC(C)C2)c(O)c(OC)c1 (stereo not given) | -0.8
COC(=O)N1CCCCC1c1cc(C(=O)Nc2ccccc2Cl)no1 (stereo not given) | 1.6
NS(=O)(=O)c1ccc(CCNC(=O)c2cc(S(=O)(=O)N3CCCCC3)ccc2Cl)cc1 | -0.2
Cc1cc(C(C)(C)C)ccc1Oc1cccc2c1S(=O)(=O)N(C1CCCC1)CC(COCc1ccccc1)O2 (stereo not given) | 1.5
COc1ccc(C2C=C(c3ccc(C)c(C)c3)Nc3ncnn32)c(OC)c1OC (stereo not given) | -37.6
O=C(C(=O)N1CCN(C(=O)OCc2ccccc2)CC1)c1cccnc1 | 1.7
CCOC1=C2[C@@H](CN(S(=O)(=O)c3ccc(C)cc3)[C@H]2c2ccccc2F)[C@H]2C(=O)N(Cc3ccccc3)C(=O)[C@H]2C1 | 30.4
CN(C)CCNc1ccc2nnn3c4ccc(O)cc4c(=O)c1c23 | -170.1
COCCNc1nc(Oc2cncc(Cl)c2)c2sccc2n1 | -0.4
COc1cc2ccc(CC(=O)O)cc2cc1OC | -4.2
CCNC(=O)C1CCCN(C(=O)c2cc(F)cc(F)c2)CC1 (stereo not given) | 4.0
NC(Cc1ccc(F)cc1)c1csc(NC(=O)NC(c2ccccc2)c2ccccc2)n1 (stereo not given) | 2.6
CCCCCCCCNS(=O)(=O)CCNCc1ccccc1 | -2.2
COc1ccc(OC)c(NC(=O)Nc2nc(C(C)N)cs2)c1 (stereo not given) | 4.1

An excerpt; rates above refer to the full screens.
